Screening data (PubChem BioAssay)
ST2 IL33 inh – blocks human ST2 binding to IL-33; Q01638; AlphaLISA ST2-Fc/biotin-IL-33 interaction, 1 h; inhibition, % for hits at 17 µM; actives 2.3% (n = 78,000); AID 1259354; in the data active = inhibition above about 30%; inconclusive = mostly about 10% to 28%
Target sequence (Q01638 whole entry, looked up): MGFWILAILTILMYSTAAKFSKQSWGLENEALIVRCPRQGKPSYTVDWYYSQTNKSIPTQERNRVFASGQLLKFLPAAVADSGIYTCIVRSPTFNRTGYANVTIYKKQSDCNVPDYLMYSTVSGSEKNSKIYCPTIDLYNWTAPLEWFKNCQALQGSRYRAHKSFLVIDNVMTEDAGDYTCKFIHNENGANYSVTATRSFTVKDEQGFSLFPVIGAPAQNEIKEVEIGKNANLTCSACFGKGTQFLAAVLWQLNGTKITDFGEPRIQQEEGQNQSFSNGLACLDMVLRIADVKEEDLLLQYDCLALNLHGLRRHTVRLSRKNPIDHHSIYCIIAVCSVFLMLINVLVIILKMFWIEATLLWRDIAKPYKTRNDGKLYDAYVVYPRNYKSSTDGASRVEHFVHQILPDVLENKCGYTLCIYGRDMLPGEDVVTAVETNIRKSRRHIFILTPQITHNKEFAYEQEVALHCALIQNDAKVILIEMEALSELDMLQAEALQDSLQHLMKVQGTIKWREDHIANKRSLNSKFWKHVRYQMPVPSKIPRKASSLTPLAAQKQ
* = called active by the depositor; i = inactive; ? = inconclusive. Some of the compounds tested; the hit share may differ from the screen's.

SMILES	ST2 IL33 inh
CCCS(=O)(=O)N1CCCC(C(=O)NC2CCCCC2C)C1 (stereo not given)	?
O=C(NC[C@H]1O[C@@H](CO)[C@@H](O)[C@H]1N1CCc2ccccc2C1)Nc1cccc(Cl)c1	?
Cc1ccccc1-c1nnn(Cc2ccc([N+](=O)[O-])cc2)n1	i
CCCCN(C)C(=O)c1coc(=O)c2ccccc12	i
COc1ccccc1N1CCN([C@@H]2[C@H](O)[C@H](CO)O[C@@H]2CNC(=O)c2ccc(F)c(Cl)c2)CC1	i
COc1cc(NCCNC(=O)c2ccncc2)ncn1	i
NC(=O)CCc1c[nH]c2ccccc12	i
CCC(=O)Nc1ccc(S(=O)(=O)Nc2onc(C)c2C)cc1	i
COc1ccc(N(C(=O)c2ccc(F)cc2)C2C=CS(=O)(=O)C2)cc1 (stereo not given)	i
O=c1c2cc3c(=O)n(CCO)c(=O)c3cc2c(=O)n1CCO	?
O=C(CN1CCCN(Cc2ccccc2)S1(=O)=O)Nc1ccc2c(c1)OCO2	i
COc1cccc(C(=O)Nc2c(-c3cccs3)nc3ccccn23)c1OC	i
CCc1ccc(-c2nc(CSCC(=O)NC3CCCCCC3)c(C)o2)cc1	?
N#CC(C#N)=C1C(Cl)=C(N2CCCCC2)c2ccccc21	82%*
O=S1(=O)CCN2C=C(Br)C=C(Br)C2=N1	?

SMILES	ST2 IL33 inh
COc1ccc(C2(CNCC(N)=O)CCCC2)cc1OC	i
O=C(CCn1cnnc1)N1C[C@@H]2[C@@H]3CC[C@@H](C3)[C@@H]2C1	i
COc1ccc(NC(=O)CCCn2nc([N+](=O)[O-])c(Br)c2C)cc1OC	?
Clc1ccc(OCCOCCN2CCOCC2)cc1Cl	i
O=C(NC1CCCCC1)[C@H](CSCc1ccccc1)N1Cc2ccccc2C1=O	i
Cc1cccc(-c2cc(N3CCN(S(=O)(=O)c4ccc(C(C)C)cc4)CC3)ncn2)c1	i
Cc1cc([N+](=O)[O-])ccc1N=Cc1c(C)[nH]n(-c2cccc(Cl)c2)c1=O	i
CC(C)(CC1Cc2ccccc2C1)NC(=O)C1CC2(CCNCC2)CN1 (stereo not given)	i
Cc1nc(N2CCC(NCc3cccc4[nH]ccc34)CC2)nc2ccc(F)cc12	i
CCN(C(=O)Cc1c(C(=O)O)[nH]c2ccc(Cl)cc12)c1cccc(Cl)c1	i
CC(C)c1ccc(N2CC(C(=O)Nc3ccccc3F)CC2=O)cc1 (stereo not given)	i
O=C(O)c1ccccc1SC1CC(=O)N(c2ccccc2OC(F)F)C1=O (stereo not given)	i
CCOC(=O)C1(Cc2ccccc2C)CCCN(C(=O)C2CCN(C(=O)N(C)C)CC2)C1 (stereo not given)	i
CC(=O)Nc1ccc2c(c1)Cc1cc(NC(C)=O)ccc1-2	i
O=C1c2ccc([N+](=O)[O-])cc2C(=O)N1c1nccs1	i

SMILES	ST2 IL33 inh
NC(=O)CSc1nc2c(sc3ccccc32)c(=O)n1CCc1ccccc1	i
O=C1OC(c2cccc([N+](=O)[O-])c2)=N/C1=C\c1ccc(Cl)cc1Cl	i
COc1ccc(NC(=O)c2cc3c(=O)oc4ccccc4c3s2)cc1OC	i
CCOc1ccc(CN2CCCC(C(=O)N3CCCCCC3)C2)cc1 (stereo not given)	i
O=c1c2c(nc(SCc3ccccc3Cl)n1-c1ccc(F)cc1)CCS2	i
COc1ccc(NC(=O)CCCC(=O)O)cc1	i
Cc1ccc(S(=O)(=O)N(CC(=O)NCc2ccncc2)Cc2ccccc2F)cc1	i
CC1=NN(C(=O)c2ccc([N+](=O)[O-])cc2)C(C)(O)C1 (stereo not given)	i
O=C(Cc1ccccc1)Nc1cccc(N2C(=O)CCC2=O)c1	i
COc1ccc(CN2CCc3cc(OC)c(OC)cc3C2)cc1OC	i
CCC(O)(CC)c1ccccc1O	i
CCOC(=O)C(C)Oc1ccc2c(-c3ccccc3)cc(=O)oc2c1C (stereo not given)	?
COc1cc2oc(=O)ccc2c(OC)c1OC	i
CC(C)(C)c1ccc(OCC(O)CN2C(=O)c3ccccc3C2=O)cc1 (stereo not given)	?
O=C(Nc1cc2ccccc2oc1=O)C1CCCCC1	i

Given with each value named: 2 of the compounds above.
> Cc1ccc(S(=O)(=O)N(CC(=O)NCc2ccncc2)Cc2ccccc2F)cc1
  ST2 IL33 inh = i
> O=C1OC(c2cccc([N+](=O)[O-])c2)=N/C1=C\c1ccc(Cl)cc1Cl
  ST2 IL33 inh = i

(continued)
SMILES	ST2 IL33 inh
CCOC(=O)C1C(=O)C=C(c2ccc(OC)cc2)CC1c1ccc(CC)cc1 (stereo not given)	i
CCOC(=O)C1=NN(c2ccc(Br)cc2)C2C(=O)N(c3ccc(C)cc3)C(=O)C12 (stereo not given)	i
COCc1ccc(C(=O)N2CCC(C(=O)Nc3cccc(-c4ccco4)c3)CC2)o1	?
Cc1ccc(-c2noc([C@@H]3C[C@@H](O)CN3Cc3ccccc3O)n2)cc1F	i
O=C(OCCN=C1NS(=O)(=O)c2ccccc21)c1cccc(Br)c1	i
Cn1c(=O)c2c(SCC(=O)N3CCc4ccccc43)nc(-c3cccs3)nc2n(C)c1=O	?
CCN1C(=O)N(Cc2cccc(OC)c2)C(=O)C12CCN(Cc1ccc(-c3ccco3)cc1)CC2	?
COc1ccc(S(=O)(=O)N2CCN(S(=O)(=O)c3ccc([N+](=O)[O-])cc3)CC2)cc1	?
CCS(=O)(=O)Nc1cccc(C(=O)CC2(O)C(=O)Nc3ccccc32)c1 (stereo not given)	i
O=C(Nc1cccc(F)c1)c1ccccc1Cl	i
Cc1cccc(C)c1NC(=O)CCS(=O)(=O)c1cccc2nsnc12	i
CCOc1ccc(N2C(=O)c3ccccc3NC2(C)C)cc1	?
Cc1cccc2oc(-c3cc(N=Cc4cccc([N+](=O)[O-])c4O)ccc3O)nc12	?
COc1cccc2c1OCCCN(C(=O)COc1ccc(N3CCN(c4ccccn4)CC3)nn1)C2	?
CNC(=O)C1CCC(Cn2c(=O)c3sccc3n(CC(=O)NC3CCCCC3)c2=O)CC1 (stereo not given)	i

SMILES	ST2 IL33 inh
CCOc1ccccc1-c1c(C#N)c(N)nc2c1CCCCCC2	i
CCCN(CCC)S(=O)(=O)c1ccc(C(=O)Nc2nnc(C3CC3)o2)cc1	?
O=C(O)C1C2CCC3C(CCC21)C3C(=O)O (stereo not given)	i
CC(=O)Nc1ccc(NC(=O)c2cc(I)ccc2Cl)cc1	i
COc1ccc(-n2cc(CNCCc3cnn(C)c3)c(-c3ccccc3Cl)n2)cc1	i
CCCCn1c(=N)n(CCOc2ccc(C)cc2)c2ccccc21	i
CCN(CC)C(=O)c1cc(-c2ccc3c(c2)OCO3)on1	i
CCN(CC)CCOc1nnc(-c2ccc(OC)cc2)c2ccccc12	i
CCOc1cccc(CN(C(=O)c2cccc(C(C)=O)c2)C2CC2)c1	?
CCN(CC)CCn1c(SCC(=O)N2CCCCC2C)nc2c(sc3ccccc32)c1=O (stereo not given)	i
CCc1[nH]c2c(CNC(=O)C3CCOCC3)cc(C)cc2c1C	i
CC(=O)N[C@H]1C[C@@H](c2ccc(S(C)(=O)=O)cc2)O[C@@H](C2CCCCC2)C1	i
Cc1ccc(-c2nc3ccccc3c(=O)n2N)cc1	i
CCCCCN1C(=O)C(=O)c2cc(Br)ccc21	46%*
O=C(Nc1cc2ccccc2oc1=O)c1ccc(Cl)cc1	?

SMILES	ST2 IL33 inh
CCC(=O)N1CCN(c2cc(N3CCCCCC3)c(F)cc2[N+](=O)[O-])CC1	?
O=C(NCCN1CCOCC1)c1ccc2c(c1)N(Cc1ccccc1F)C(=O)CS2	i
COc1ccc(OC)c(N2C(=O)CC(Sc3nc4ccccc4s3)C2=O)c1 (stereo not given)	?
CCCCN(CC)S(=O)(=O)c1ccc(NC(C)=O)cc1	i
Cc1cc(C)n2nc(SCCC(=O)NCc3ccc(F)cc3)nc2n1	i
Cc1ccc(S(=O)(=O)Nc2ccccn2)cc1	i
CCOc1ccc(C(=O)N2CCN(c3ccc([N+](=O)[O-])c(-n4nc(C)cc4C)c3)CC2)cc1	i
CCn1c(SCC(=O)c2ccc(Br)cc2)nnc1-c1ccco1	i
O=C1Nc2ccccc2C(O)(C(=O)NCCCN2CCCCCC2)N1c1ccccc1 (stereo not given)	i
Cn1c([C@H]2CCN(C(=O)c3cnccn3)C2)nc2ccccc21	i
Cc1ccn(S(=O)(=O)c2ccc(N3CCCC3=O)cc2)n1	i
Fc1cccc(-c2cnnc(N3CCN(C/C=C/c4ccccc4)CC3)n2)c1	i
CC1CCN(S(=O)(=O)c2ccc3[nH]c(=O)cc(C(=O)NCCN4CCCCC4C)c3c2)CC1 (stereo not given)	?
COc1cc(NS(=O)(=O)c2ccc(Br)s2)cc(OC)c1	i
Cc1ccc(CN2C(=O)SC(Nc3ccc(C)cc3)C2=O)cc1 (stereo not given)	i

SMILES	ST2 IL33 inh
O=C(c1ccco1)N1CCCN(Cc2cccc(-n3cccn3)c2)CC1	i
CN(C)CC1(O)CCCN(C(=O)Cn2ccc3ccccc32)CC1 (stereo not given)	?
CN(C1CCCCC1)S(=O)(=O)c1ccc2[nH]c(=O)cc(C(=O)NCc3cccnc3)c2c1	i
CC(C)c1nccn1CCCNC(=O)c1ccc(-c2ccc3c(c2)OCO3)nc1	?
Cc1cccc(N(C)S(=O)(=O)c2ccc3c(c2)c(=O)n(C)c(=O)n3C)c1	i
COC(=O)c1c(NC(=O)C2CC2c2ccccc2)sc2c1CCCC2 (stereo not given)	i
O=C1Nc2ccc(Br)cc2C(c2ccccc2Cl)C1N1CCCCC1 (stereo not given)	i
CCC1c2cccn2CCN1C(=O)c1coc2c1C(=O)CCC2 (stereo not given)	i
COc1cc(C)nc(Oc2ccc(OCc3ccccc3)nn2)n1	?
COc1cc(C=O)ccc1OCCCOc1ccc(I)cc1	i
COc1ccccc1/C=C/C1=NC(=C\c2ccc(C)cc2)/C(=O)O1	38%*
O=C1OC(c2ccc(Cl)c([N+](=O)[O-])c2)=N/C1=C\c1cccc(C(F)(F)F)c1	i
CCn1cnc2sc(C(=O)Oc3ccc(C(=O)OC)cc3)c(C)c2c1=O	i
Cn1c(N)c(C(=O)CN2CCOCC2)c(=O)n(C)c1=O	i
O=C(NCC1(c2ccccc2)CCCC1)C1CCCN1S(=O)(=O)c1cccc2nsnc12 (stereo not given)	i

Continued; the last 6 above are carried over.
SMILES	ST2 IL33 inh
COc1cc(C=O)ccc1OCCCOc1ccc(I)cc1	i
COc1ccccc1/C=C/C1=NC(=C\c2ccc(C)cc2)/C(=O)O1	38%*
O=C1OC(c2ccc(Cl)c([N+](=O)[O-])c2)=N/C1=C\c1cccc(C(F)(F)F)c1	i
CCn1cnc2sc(C(=O)Oc3ccc(C(=O)OC)cc3)c(C)c2c1=O	i
Cn1c(N)c(C(=O)CN2CCOCC2)c(=O)n(C)c1=O	i
O=C(NCC1(c2ccccc2)CCCC1)C1CCCN1S(=O)(=O)c1cccc2nsnc12 (stereo not given)	i
CCCc1nc(C(=O)N(C)Cc2cnc3ccccc3n2)cs1	?
COc1cc(CN2CCC(O)(c3ccc(C)cn3)CC2)cc(Cl)c1OC	?
CCc1ccc(CN2CCN(c3ccccn3)CC2)cc1	?
CNC[C@H](O)c1ccc(O)c(O)c1	?
CCCOc1ccccc1/C=C/c1[nH]c(=O)[nH]c(=O)c1[N+](=O)[O-]	?
CN(CCCNC(=O)C1CCCN1c1nnc(N2CCCC2=O)s1)C1CCCCC1 (stereo not given)	i
CC1=CC(C)(C)Nc2ccc(OC(=O)c3cccs3)cc21	?
CN(C)c1ccc(CNc2ccc3c(c2)ncn3C(C)(C)C)cc1	33%*
Cc1ccoc1C(=O)NCC1(Cn2ccnc2)CC1	?
CN(C1CCCCC1)S(=O)(=O)c1ccc(C(=O)Nc2nnc(-c3ccc(F)cc3)o2)cc1	i
C=CCN(C(=O)c1cccc(OC)c1)c1nnc(-c2ccc(Cl)cc2)s1	i
Cc1ccccc1Nc1nc(C2(C)CC3(CC(C)(C)OC3=O)C(=O)O2)cs1 (stereo not given)	i
CC(=O)N1/C(=C/c2ccc(N(C)C)cc2)C(=O)c2ccccc21	66%*
CCOC(=O)c1c(C)n(-c2ccc(OC)cc2)c2ccc(OC)cc12	i
Cc1cc(NC(=O)CN2C(=O)S/C(=C\c3ccccc3)C2=O)no1	i

SMILES	ST2 IL33 inh
O=[N+]([O-])c1cccc(CN2CCSCC2)c1	i
O=C(c1cccc(S(=O)(=O)N2CCN(c3ccccc3)CC2)c1)N1CCCc2ccccc21	i
O=C(NCc1ccccc1)c1cc(-c2cccs2)on1	i
CSc1nnc2c(n1)OC1(CCCCC1)Nc1ccccc1-2	i
O=C(NC[C@H]1O[C@@H](CC(=O)N2CCN(c3ccccc3)CC2)[C@H](O)[C@@H]1O)c1ccc(F)c(Cl)c1	i
Cc1ccc(-c2noc(CCC(=O)N(C)c3ccc(Cl)cc3)n2)cc1	i
O=C(CCOc1ccccc1)Nc1nc2c(ccc3ccccc32)s1	i
COc1ccc(CCN=C2CCc3ccccc3N2)cc1OC	i
CCc1oc2cc(OC(C)C(=O)OC)ccc2c(=O)c1-c1ccc2c(c1)OCCO2 (stereo not given)	i
Cc1nnc(CN2CCOc3c(O)cc(-c4csc5ccccc45)cc3C2)o1	i
Cn1c(C(=O)NCCCc2ccccc2)cc2c(=O)n3ccccc3nc21	i
Nc1cnc(-n2cnc3ccccc32)cn1	i
Cc1ccc(N2CC(NC(=O)Cc3ccc(F)cc3)CC2=O)cc1 (stereo not given)	i
COc1cc(C)nc(N(Cc2ccccc2)S(=O)(=O)c2ccc(C)cc2)n1	i
O=C(Nc1cc(Br)cc2cccnc12)c1ccccc1Br	?
